Screens from PubChem BioAssay.
SIAE inh = inhibitors of human sialic acid acetylesterase SIAE | Q9HAT2 | SIAE FP-Rh probe binding, fluorescence polarization | inhibition, % at 9.66 µM | hit rate 0.69% among 370,000 | AID 1053197;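 active = inhibition above a cutoff: mean of compounds within the control limits plus 3 SD of those, cut at about 17% in these data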;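 also: 0% = plate median of compound wells and 100% = probe without SIAE protein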
PG9 binder = PG9 antibody binding by small molecule | inhibition, % at 6.7 µM | TR-FRET gp120-PG9 antibody binding | hit rate 0.43% among 360,000; in the data active = inhibition above about 8.5%
TCR-CD3 inh = inhibitors of human TCR-CD3 interaction; TAMRA-labeled TCR probe fluorescence, biochemical; inhibition, % at 9.4 µM; hit rate 0.37% among 360,000; in the data active = inhibition above about 19%;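 also: recombinant mutant TCR 2C K166C tagged with TAMRA read by polarization; 0% = receptor in buffer alone and 100% = receptor with positive control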
PRMT1 inh = PRMT1 (human) inhibition, primary screen; AID 652257; hit rate 1.3% among 370,000; inhibition, % at 2.79 µM; recombinant PRMT1, activity-based probe fluorescence polarization; Q99873;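 active = inhibition above about 21% made by adding two undisclosed values, limit read from the data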
Target sequence (Q99873 whole entry, looked up): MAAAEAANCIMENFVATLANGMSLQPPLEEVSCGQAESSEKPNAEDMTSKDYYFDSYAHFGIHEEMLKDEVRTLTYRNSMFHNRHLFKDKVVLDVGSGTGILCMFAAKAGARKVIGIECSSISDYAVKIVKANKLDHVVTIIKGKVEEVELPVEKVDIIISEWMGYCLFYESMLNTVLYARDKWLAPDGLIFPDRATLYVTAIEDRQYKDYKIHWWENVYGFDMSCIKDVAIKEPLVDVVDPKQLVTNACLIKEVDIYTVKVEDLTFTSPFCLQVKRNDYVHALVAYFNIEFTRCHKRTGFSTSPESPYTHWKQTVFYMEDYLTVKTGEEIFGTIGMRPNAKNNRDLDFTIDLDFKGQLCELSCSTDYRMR
HTRA1 inh = blocks human HTRA1 serine peptidase. Q92743. recombinant HTRA1, FP-rhodamine activity-based probe, fluorescence polarization. inhibition, % at 5.96 µM. hit rate 0.5% among 340,000; in the data active = inhibition above about 36%;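 also: 0% = enzyme with DMSO and 100% = wells lacking enzyme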
rCAG RNA binder = r(CAG) repeat RNA binding | TO-PRO-1 dye displacement fluorescence | inhibition, % at 3 µM | hit rate 1.3% among 370,000 | AID 651821;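 active = inhibition above the plate cutoff, the mean of all test compounds on that plate plus 3 SD, cut at about 35% in these data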;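 also: 0% = DMSO alone and 100% = 100 µM mitoxantrone as full dye displacement; higher means more dye released from RNA so lower well fluorescence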
LEDGF integ inh = blocks HIV-1 LEDGF/p75-dependent DNA integration; hit rate 0.64% among 370,000; TR-FRET IN-LEDGF/p75 DNA integration, Eu/Cy5; inhibition, % at 3.7 µM;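 active = inhibition above the screen-wide mean plus 3 SD, cut at about 13% in these data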;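 also: signal is the Cy5 over europium emission ratio at 671 and 618 nm; 0% = plate median of compound wells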
TDP2 absorb = TDP2 (human) inhibition, absorbance primary screen. O95551. recombinant TDP2, T5PNP hydrolysis, p-nitrophenol absorbance 415 nm. inhibition, % at 12.8 µM. hit rate 0.34% among 370,000. AID 720702;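 active = inhibition above the mean of all tested compounds plus 3 SD, set per campaign, cut at about 25% in these data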;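 also: 0% = DMSO with enzyme and 100% = buffer with substrate but no TDP2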
Target sequence (O95551 whole entry, looked up): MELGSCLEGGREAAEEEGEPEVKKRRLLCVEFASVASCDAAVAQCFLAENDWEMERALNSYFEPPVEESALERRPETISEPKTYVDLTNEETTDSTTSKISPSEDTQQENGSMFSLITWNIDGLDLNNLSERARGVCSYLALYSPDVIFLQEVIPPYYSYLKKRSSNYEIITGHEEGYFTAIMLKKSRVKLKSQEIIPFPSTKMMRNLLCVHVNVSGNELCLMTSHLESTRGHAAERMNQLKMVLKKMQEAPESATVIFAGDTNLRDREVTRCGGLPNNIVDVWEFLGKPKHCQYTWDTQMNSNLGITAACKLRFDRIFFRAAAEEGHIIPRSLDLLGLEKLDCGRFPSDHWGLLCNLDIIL
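Read-out basis: percent inhibition. System: recombinant human TDP2. Buffer or medium: Mg2+-containing Tris-HCl buffer, pH 7.5. Repeats: single replicate. Timing: reaction 2 h, 37 °C. Benchmarks: high control without enzyme, low control DMSO plus TDP2. Probe or stimulus: 5 mM T5PNP. Doses: 12.8 µM only. Measured by: epi absorbance of p-nitrophenol freed from T5PNP by hydrolysis.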
Rev-erbA mod = modulators of human Rev-erb alpha DNA binding; hit rate 0.79% among 370,000; activity, % at 10 µM; Rev-erbα–FITC-DNA binding, fluorescence polarization, 90 min; P20393; AID 1259318;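 active = activity above about 14%, limit read from the data; passing the limit was not always enough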;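 also: 0% = DMSO wells with 35 nM protein and 100% = DMSO wells with 750 nM protein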
ABHD4 inh = inhibitors of mouse ABHD4. Q8VD66. purified mABHD4, FP-Rh probe fluorescence polarization. inhibition, % at 8.92 µM. hit rate 0.54% among 370,000. AID 720543;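 active = inhibition exceeding the mean over every tested compound plus 3 SD, cut at about 30% in these data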;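 also: 0% = plate median of compound wells and 100% = S159A mutant with DMSO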
Target sequence (Q8VD66 whole entry, looked up): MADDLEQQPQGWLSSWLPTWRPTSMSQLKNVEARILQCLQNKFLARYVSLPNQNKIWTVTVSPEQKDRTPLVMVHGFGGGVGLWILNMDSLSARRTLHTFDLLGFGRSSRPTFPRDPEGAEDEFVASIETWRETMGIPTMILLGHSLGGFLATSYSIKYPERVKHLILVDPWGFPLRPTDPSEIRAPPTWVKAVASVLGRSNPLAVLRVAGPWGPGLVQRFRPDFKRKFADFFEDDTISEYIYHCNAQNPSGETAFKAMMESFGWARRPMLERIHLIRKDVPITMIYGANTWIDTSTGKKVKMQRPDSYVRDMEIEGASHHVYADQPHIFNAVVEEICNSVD
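Test system: mABHD4 protein | Buffer or medium: HEPES pH 7.0 buffer, 150 mM NaCl, 0.01% Pluronic F-127 | Probe or stimulus: FP-Rh fluorescent activity-based probe, added after compound pre-incubation | Timing: Pre-incubation 45 min, probe exposure 60 min, at 25 °C | Technique: Fluorescence polarization, excitation 525 nm, emission 598 nm, BODIPY TMR filters | Repeats: Single well per compound (singlicate)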
An asterisk follows results filed as active; / = not tested or not shown. These rows are one share of the data; count on the stated rates, not on these rows.

SMILES	SIAE inh	PG9 binder	TCR-CD3 inh	PRMT1 inh	HTRA1 inh	rCAG RNA binder	LEDGF integ inh	TDP2 absorb	Rev-erbA mod	ABHD4 inh
CCNS(=O)(=O)c1ccc(CCC(=O)N2CCN(C(=O)OCC)CC2)cc1	11.6	-0.7	-4.5	-5.8	1.6	-2.5	-5.2	-0.9	0.9	-7.6
COc1ccc(N=C2SC(CC(=O)Nc3ccccc3)C(=O)N2CC2CCCO2)cc1 (configuration not stated)	-2.5	0.4	-0.1	1.3	-14.1	0.9	-1.5	-1.4	-2.1	-7.6
CN1/C(=C/C(=O)CSc2ccccc2C(=O)O)C(C)(C)c2ccccc21	-16.7	0.2	-7.3	-2.6	-8.1	5.1	1.8	-16.9	-3.7	-68.1
CCC(=O)N(Cc1ccco1)c1nc(C(=O)Nc2ccc(Cl)cc2)c(C)s1	-23.0	-0.6	1.8	21.3*	-73.1	9.9	0.7	-6.8	0.3	-31.1
Cc1c(Nc2nc(-c3ccccc3)cs2)c(=O)n(-c2ccccc2)n1C	11.7	-2.7	6.1	-1.8	1.1	-1.2	4.3	-1.1	-5.0	7.4
COCCn1c(Cc2ccccc2)nnc1SCc1ccc([N+](=O)[O-])cc1	0.2	-1.2	10.5	-3.4	2.5	-7.1	-0.7	7.1	-3.8	4.0
CCC1CCCCN1S(=O)(=O)c1ccc(C(=O)Nc2nnc(C3=COCCO3)o2)cc1 (configuration not stated)	0.7	-0.5	4.4	-1.5	9.7	29.1	4.0	13.0	-0.7	-0.1
O=C(NC1CCCCC1)c1cc([N+](=O)[O-])ccc1N1CCOCC1	2.8	-1.2	3.5	0.0	5.5	-0.7	-1.0	-3.4	-2.5	3.7
CC(C)NC(=O)C1(C)CCN1C(=O)C1(c2ccccc2)CC1 (configuration not stated)	13.5	0.8	-0.7	0.7	/	-1.0	-0.5	9.1	-5.9	-6.0
CCc1cc2c(=O)[nH]c(Cc3ccc(OC)cc3)nc2s1	-0.9	0.7	-3.4	-1.7	-14.3	0.2	0.3	-1.9	-2.6	-0.8
Cc1ccc(-n2nc(N)c3c(=O)oc(N(C)C)nc32)cc1	5.3	1.0	1.7	1.0	4.5	0.6	2.2	8.8	4.6	5.8
O=C(N/N=C/c1cccs1)C(O)c1ccccc1 (configuration not stated)	4.6	0.3	4.5	-1.8	-4.9	-0.1	5.5	3.7	-0.3	2.9
CCc1ccc(NC(=O)Cn2cnc3sc(C)c(S(=O)(=O)N4CCOCC4)c3c2=O)cc1	-7.5	-0.8	0.4	-1.1	-1.2	4.0	-1.3	1.4	1.2	-0.4
O=C(Oc1ccc2ccccc2c1)C1CCC1	1.8	-1.2	9.8	-0.5	15.9	0.2	-3.6	3.1	-4.4	-2.6
CNC(=O)C(=O)Nc1c(O)c2ccccc2[nH]c1=O	8.8	-0.6	6.7	13.5	2.9	1.6	-2.1	27.0*	0.0	5.3
CC(=O)c1ccc(N2CCN(C(=O)COc3ccc(F)cc3)CC2)c(F)c1	-6.1	0.2	0.9	1.0	-7.3	-4.2	-1.4	3.1	1.6	-0.5
COc1cccc(C2C3=C(N=c4s/c(=C\c5cccc(O)c5)c(=O)n42)c2ccccc2CC3)c1OC (configuration not stated)	-29.4	-2.6	6.7	-0.2	-8.8	11.4	-0.3	2.1	2.4	-13.7
CC(=O)c1cc(C#N)c(N(C)Cc2ccccc2)nc1C	0.8	0.1	-3.4	-2.3	2.2	-5.3	1.7	12.5	-3.2	0.6
N#Cc1ccsc1NC(=O)c1ccc2ncsc2c1	-12.1	-1.4	-13.2	21.6*	-9.6	9.0	-3.2	6.3	-7.6	-2.7
O=[N+]([O-])c1ccc(C[n+]2cccc(O)c2)cc1	-7.0	-0.1	5.6	-2.1	10.4	3.1	-1.3	4.0	-5.2	9.5
COc1ccccc1NC(=O)N1CCN(c2ccc3nnc(-c4ccc(F)cc4)n3n2)CC1	-3.2	-1.9	3.8	15.4	-11.9	0.9	5.1	-4.1	4.5	-4.7
Cc1cccc(C)c1OCc1cn(CC(=O)c2ccc(O)cc2)nn1	10.0	0.1	1.4	6.0	2.1	6.5	9.1	9.9	-3.3	4.4
Cc1cc(NC(=O)c2ccc(Cl)cc2)no1	0.4	1.8	-3.0	-1.3	-6.9	-2.6	-1.7	3.2	-2.8	4.8
CC(=O)c1c(C)n([O-])c2ccc(C)cc2[n+]1=O	4.1	-0.3	-0.2	5.0	13.4	-2.0	1.0	-8.9	7.5	6.5
COc1ccc(-n2nc(C(=O)NCC(=O)N3CCC(C(N)=O)CC3)c3ccccc3c2=O)cc1OC	-1.9	-1.3	-1.7	-0.9	4.0	-2.7	-2.1	11.4	-2.5	8.5

Individual results from the entries so far.
`CNC(=O)C(=O)Nc1c(O)c2ccccc2[nH]c1=O` in HTRA1 inh shows 2.9
`COc1ccc(-n2nc(C(=O)NCC(=O)N3CCC(C(N)=O)CC3)c3ccccc3c2=O)cc1OC` in PRMT1 inh shows -0.9
`CC(C)NC(=O)C1(C)CCN1C(=O)C1(c2ccccc2)CC1` (configuration not stated) in PG9 binder shows 0.8
`Cc1ccc(-n2nc(N)c3c(=O)oc(N(C)C)nc32)cc1` in rCAG RNA binder shows 0.6

Next results:
SMILES	SIAE inh	PG9 binder	TCR-CD3 inh	PRMT1 inh	HTRA1 inh	rCAG RNA binder	LEDGF integ inh	TDP2 absorb	Rev-erbA mod	ABHD4 inh
O=C(Nc1ccnc(-c2cccnc2)n1)c1ccccc1Cl	-0.4	1.5	1.8	-2.8	-11.6	-4.6	3.8	-3.7	-0.4	2.8
CCO[C@@H]1OC(C(N)=O)=C[C@H](C2CCCCC2)[C@H]1CCCO	-0.4	-1.5	3.8	-0.1	-1.8	-7.0	0.3	5.4	-0.2	-0.8
Cc1cc(C(=O)COC(=O)C2CCN(C(=O)c3ccc(Cl)cc3)CC2)c(C)n1CC1CCCO1 (configuration not stated)	3.8	0.8	0.7	-2.3	-2.6	-6.9	1.5	-5.9	-1.1	-6.7
CCOc1ccc(S(=O)(=O)/N=C(/c2ccccc2)N(C)C)cc1	-0.7	-1.6	3.0	-0.2	-2.6	-5.5	-5.2	2.9	4.1	1.2
CCOc1ccccc1N(C(=O)Nc1cccc(Cl)c1)C1=NC(C)CS1 (configuration not stated)	-0.2	-1.2	1.0	0.7	-2.9	0.6	0.1	3.5	8.3	-1.2
O=C(NCc1ccc2c(c1)OCO2)C1CC(c2ccc(Cl)c(Cl)c2)=NO1 (configuration not stated)	-4.7	1.5	-2.2	3.5	-1.1	-1.8	-5.7	-3.2	4.5	-10.5
O=C(OCc1ccc(F)cc1)c1cc(=O)c2ccccc2o1	-1.7	-0.3	0.7	1.1	7.7	-0.9	-0.2	-2.8	-5.1	5.1
CCOC(=O)N1CCN(C(=O)CCCn2c(=S)[nH]c3ccc(Br)cc3c2=O)CC1	0.1	-0.8	0.6	0.9	-4.4	4.4	1.7	-5.9	0.0	0.5
CCCN(CC(=O)Nc1ccccc1C)C(=O)c1cc(C)oc1C	4.7	0.6	2.5	0.9	-2.0	-0.6	-0.3	-8.2	6.4	-0.9
COc1ccc(COC(=O)NC(C(=O)O)c2ccccc2)cc1 (configuration not stated)	-0.9	-0.2	1.6	0.1	-6.5	41.2*	-1.0	11.1	4.7	2.6
Cc1ccccc1-n1nc(C(=O)O)cc1-c1ccccc1	6.2	1.5	-3.7	3.2	4.0	3.5	1.7	-16.7	1.2	0.1
CC(C)=CC(=O)OCC(=O)Nc1cc(C)ccc1C	-0.7	-1.7	4.2	-4.2	4.0	-0.1	0.6	-11.2	8.8	0.0
Cc1ccc(N=Cc2c(O)n(-c3nccs3)c(=O)c3ccccc23)c(C)c1	2.6	-2.5	8.7	-2.0	2.4	-0.1	-1.0	1.3	4.2	1.6
CN(C)c1ccc(CN(Cc2ccco2)C(=O)c2ccco2)cc1	14.9	-3.0	-8.3	-5.1	-5.8	0.7	0.5	-7.5	3.8	-2.0
CC(C)(C)[C@@H]1C=C(C(N)=O)O[C@H](OCCCCO)C1	-5.7	-0.9	4.8	0.8	-4.4	1.5	1.4	2.5	-1.1	2.1
c1ccc(CSc2nccc(-c3ccco3)n2)cc1	-11.4	1.1	0.3	6.4	/	4.0	-0.6	-11.7	-0.1	-3.7
O=C(Nc1ncccc1O)c1ccc(Cl)c(S(=O)(=O)N2CCCC2)c1	0.7	-0.2	1.1	-3.7	11.4	4.0	2.5	-0.2	3.3	1.2
O=c1c2cc(Br)ccc2[nH]c(=S)n1Cc1cccnc1	-22.7	8.6	9.3	-0.7	2.5	1.3	0.0	-2.5	24.1	8.1
Cc1cc(Br)cn2c(Cc3ccccc3C(F)(F)F)c(C3CCCCC3)nc12	-2.1	-1.2	-9.1	7.3	/	3.1	-2.2	-1.5	-1.5	-6.8
O=C1C2CCCN2C(=O)N1CCN1CCN(c2ccccc2)CC1 (configuration not stated)	-6.2	0.0	2.4	1.1	1.1	-1.6	0.5	3.0	-1.6	1.0
Cc1cccc(OCC(=O)NCCNC(=O)c2ccco2)c1	-11.0	0.3	-4.4	5.2	7.4	2.9	0.3	-1.1	1.4	7.6
CCn1c(CNC(=O)c2ccco2)nnc1SCCOc1ccccc1	-1.8	1.0	-5.0	-2.1	3.3	2.1	0.8	-18.4	5.7	-4.4
CCCCn1c(SCC(=O)c2ccc(OCC)cc2)nc2cc(S(N)(=O)=O)ccc21	-7.8	19.0*	5.7	-0.6	-22.2	8.5	-1.2	-7.4	11.5	-1.3
CCN(CC)S(=O)(=O)c1cc(C(=O)NC2=NCCS2)ccc1Cl	-1.7	-1.3	-4.2	-0.3	-2.9	2.0	1.0	-7.1	-1.0	-2.4
Cc1ccc(CNc2ccc3nnc(-c4ccccc4)n3n2)cc1	-4.6	1.0	-1.8	5.0	-11.6	3.8	1.1	-5.3	-1.0	-2.5
O=C(NCCc1ccccc1)C(=O)Nc1nccs1	6.8	-0.3	-1.6	1.9	3.2	-3.5	-0.6	-2.6	0.0	6.0
O=C(O)c1ccc(Nc2ncnc3ccccc23)cc1	1.2	0.8	5.3	-0.3	-6.4	2.2	-1.6	14.9	4.5	-1.5

Rewritten as comma-separated lines: entries from further up
SMILES,SIAE inh,PG9 binder,TCR-CD3 inh,PRMT1 inh,HTRA1 inh,rCAG RNA binder,LEDGF integ inh,TDP2 absorb,Rev-erbA mod,ABHD4 inh
CCOC(=O)N1CCN(C(=O)CCCn2c(=S)[nH]c3ccc(Br)cc3c2=O)CC1,0.1,-0.8,0.6,0.9,-4.4,4.4,1.7,-5.9,0.0,0.5
CCCN(CC(=O)Nc1ccccc1C)C(=O)c1cc(C)oc1C,4.7,0.6,2.5,0.9,-2.0,-0.6,-0.3,-8.2,6.4,-0.9

TDP2 absorb: entries above that show a hit.
canonical_smiles | SIAE inh | PG9 binder | TCR-CD3 inh | PRMT1 inh | HTRA1 inh | LEDGF integ inh | TDP2 absorb | Rev-erbA mod | ABHD4 inh
CNC(=O)C(=O)Nc1c(O)c2ccccc2[nH]c1=O | 8.8 | -0.6 | 6.7 | 13.5 | 2.9 | -2.1 | 27.0* | 0.0 | 5.3
